# KOR beta-arrestin-1: KOR antagonists, beta-arrestin recruitment, cell-based, luminescence, uHTS (AID 1778) | KOR beta-arrestin recruitment, luminescence, antagonist mode; higher % means a stronger effect | inhibition, % at 10 µM; hits with a dose series show IC50 in µM | 0.091% of 290,000 active; also: strong numbers were not always called active
# NTR1 agonist: NTR1-driven beta-arrestin-GFP spot formation – imaging, U2OS cells, high content, primary screen (AID 493036). P30989. agonist mode. activation, % at 20 µM. 0.17% of 330,000 active;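 active = activation at or above 40% of the spot to cytoplasm intensity ratio, with at least 20 cells analyzed; inconclusive = wells under 20 cells, flagged as cytotoxic or low count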;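 also: 0% = DMSO without peptide and 100% = 100 nM NTR1 peptide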
# Target sequence (P30989 whole entry, looked up): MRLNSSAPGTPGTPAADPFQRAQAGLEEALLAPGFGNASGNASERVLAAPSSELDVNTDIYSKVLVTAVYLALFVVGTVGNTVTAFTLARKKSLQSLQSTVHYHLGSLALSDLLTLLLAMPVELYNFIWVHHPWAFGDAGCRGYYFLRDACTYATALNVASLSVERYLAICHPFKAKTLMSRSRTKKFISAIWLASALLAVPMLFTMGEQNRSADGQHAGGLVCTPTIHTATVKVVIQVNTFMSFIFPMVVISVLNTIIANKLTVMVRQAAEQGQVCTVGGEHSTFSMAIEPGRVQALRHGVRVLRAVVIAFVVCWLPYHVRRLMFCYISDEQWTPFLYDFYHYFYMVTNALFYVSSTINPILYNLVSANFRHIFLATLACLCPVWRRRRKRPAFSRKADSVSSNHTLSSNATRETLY
# T cell HTS: T cell immune modulation candidate. 0.068% of 330,000 active. AID 2052. 2C CD8+ T cell-vesicle binding, flow cytometry; hits give low values. calls only at 7 µM;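 active = response, share of CD8 T cells binding vesicles, and their 90th percentile fluorescence all below set limits, cut at about 80% in these data, passing the limit was not always enough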
#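 Read-out – percent CD8+ FL2 mean versus row control · System – murine 2C transgenic CD8+ T lymphocytes · Times – 1.5 h cell–vesicle binding at 37 °C, then 20 min icy labelling · Control set – naked vesicles low, QL9 vesicles with vehicle high · Detection – cytometric PE anti-B7-1 and Alexa647 anti-CD8 signals after 1% paraformaldehyde fixation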
# GPR55 LPI antagonism: inhibition of LPI-stimulated GPR55 beta-arrestin translocation – imaging, U2OS, beta-arrestin-GFP, LPI agonist, primary screen (AID 2013); U2OS GPR55 beta-arrestin-GFP translocation imaging, LPI antagonism; higher % means a stronger effect; one-dose inhibition, % at 10 µM; IC50 in µM for titrated hits; 0.13% of 290,000 active;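 active = spots per cell inhibited over 60%, with over 100 cells counted and total cytoplasm intensity under 500,000; inconclusive = wells with under 100 cells, flagged as likely toxic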;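 also: U2OS cells stably carrying GPR55 and arrestin-GFP stimulated by 5 µM LPI near EC80; imaged beta-arrestin-GFP aggregate spots per cell after agonist stimulation; plate controls were LPI-stimulated DMSO wells for no effect and DMSO wells without LPI for full effect; some results filed as inactive read as strong as hits; confirmed hits need IC50 under 10 µM and bright autofluorescent wells are also inconclusive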
# Myeloid diff MLP: myeloid differentiation induction; ER-HoxA9 myeloid progenitors, lysozyme-GFP differentiation, flow cytometry; calls only at 10 µM; 1% of 360,000 active; AID 624256;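 active = normalized GFP-positive differentiation at or above the plate's own cutoff, the solvent-only control mean plus 3 SD; inconclusive = no clear call, values can overlap the other calls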;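 also: cells exposed to compound for four days before flow analysis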
# KOR beta-arrestin-2: kappa opioid receptor activators – cell-based, luminescence, uHTS, primary screen (AID 1777); KOR beta-arrestin recruitment, luminescence; higher % means a stronger effect; one-dose activation, % at 10 µM; EC50 in µM for titrated hits; 0.02% of 280,000 active; in the data active = activation above about 50%, passing the limit was not always enough; also: a part of the inactive calls stands beside numbers as strong as those of hits
# GPR55 beta-arrestin: GPR55 agonists via beta-arrestin recruitment, primary screen, imaging, U2OS cells, beta-arrestin-GFP redistribution (AID 1961); U2OS GPR55 beta-arrestin-GFP redistribution imaging; higher % means a stronger effect; activation, % at 10 µM, or EC50 in µM where a hit was titrated; 0.048% of 290,000 active;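 active = activation above 40% with more than 50 cells counted in the well; inconclusive = wells holding fewer than 50 cells, flagged as toxic or sparse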;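 also: U2OS osteosarcoma cells stably expressing GPR55 and beta-arrestin-GFP; plate controls were DMSO negative control for no effect and LPI positive control for full effect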
# HEK293 NOD2/NF-kB: inhibition of NOD2-driven NF-kB reporter – cell-based, luminescence, uHTS, HEK293 (AID 1566). HEK293 NOD2/NF-kB luciferase reporter, luminescence; higher % means a stronger effect. one-dose inhibition, % at 4 µM; EC50 in µM for titrated hits. 0.63% of 290,000 active; also: many of its hits are not listed in these tables
# NOD1 inhibition: inhibition of NOD1-driven NF-kB reporter – cell-based, luminescence, uHTS, primary screen (AID 1578). one-dose inhibition, % at 4 µM; EC50 in µM for titrated hits. NOD1-driven NF-kB luciferase reporter cells, luminescence; higher % means a stronger effect. 1% of 290,000 active; in the data active = inhibition mostly above about 36%, no sharp cut-off; inactive = mostly below about 34%;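 also: HEK-293T reporter cells stimulated with the NOD1 agonist gamma-tri-DAP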
# T cell HTS vesicle-bound %: second read-out of T cell HTS, no call of its own (marks repeat the call); double positive events, %; measured here: CD8+ vesicle-bound cell fraction;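 binding gate set so that unloaded-vesicle control wells show 10% double positive cells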
# NTR1 agonist cell count 20 µM: second read-out of NTR1 agonist, no call of its own (marks repeat the call); cell count; measured here: cell count, cytotoxicity flag
# Myeloid diff MLP GFP+ MAC1+ %: also measured in Myeloid diff MLP; calls as there; GFP+ MAC1+ double positive, %; measured here: differentiation confirmed by MAC1 staining
# Active calls of the source: *; i = inactive; ? = inconclusive; nt = not tested or not shown; [ ] = dose if it differs, or a comment. Rule as the data show it, unless noted: active = inhibition above about 50%; inactive = the rest. Only part of the results is shown (hit frequency here may not be typical).
SMILES,KOR beta-arrestin-1,NTR1 agonist,NTR1 agonist cell count 20 µM,T cell HTS,T cell HTS vesicle-bound %,GPR55 LPI antagonism,Myeloid diff MLP,Myeloid diff MLP GFP+ MAC1+ %,KOR beta-arrestin-2,GPR55 beta-arrestin,HEK293 NOD2/NF-kB,NOD1 inhibition
O=C(NC(=S)Nc1ccc2[nH]c(=O)[nH]c2c1)c1ccccc1F,-2%,-1.3,58,i,66,4%,i,1.5,0.3%,0.0%,-6%,-19%
COc1ccc(N=C2S/C(=C\c3cc(C)n(C)c3C)C(=O)N2C)cc1,-5%,5.5,31,i,33,12%,i,1.5,-3.9%,0.5%,-8%,12%
Cc1cc(C)cc(N(C(=O)c2ccccn2)C(C(=O)NC2CCCCC2)c2ccncc2)c1 (stereo unspecified),-32%,0.6,71,nt,nt,84%,i,0.3,-1.9%,0.2%,12%,-18%
O=C(Nc1ccc2c(c1)OCCO2)C1CCC1,-54%,3.7,70,i,47,-15%,i,5.4,1.3%,-0.1%,-17%,-33%
COc1ccc(/C=N/Nc2nc(NCc3ccco3)nc(Nc3ccc(OC)cc3)n2)cc1,-18%,2.7,59,i,43,11%,i,1.0,5.9%,-0.1%,-24%,-43%
CN(Cc1ccccc1)c1cc(Cl)nc(N)n1,-23%,-0.1,56,i,27,-1%,i,0.4,1.7%,-0.3%,-4%,6%
COc1ccc(CC(=O)Nc2cc(=O)n(C)c(=O)n2C)cc1,1%,3.6,41,i,25,2%,i,0.7,0.2%,-0.1%,17%,-7%
Cc1nc2ccccc2nc1OCC(=O)N1CCN(c2ccccc2)CC1,-24%,1.1,61,i,29,-2%,i,1.4,17%,0.0%,10%,-1%
Clc1ccc(CN2C3=NCCCN3c3ccccc32)cc1Cl,-30%[20 µM],-0.7,86,i,36,14%,i,0.1,-2.0%,0.0%,-13%,-48%
CN(C)Cc1ccccc1Cc1ccccc1,-9%,0.3,44,i,12,8%,i,0.4,-2.2%,-0.3%,-1%,-18%
O=C(C1CCCN(S(=O)(=O)c2ccc(F)cc2)C1)N1CCCCCC1 (stereo unspecified),39%,0.2,61,i,32,15%,i,0.4,-8.0%,0.2%,3%,-18%
CC(=O)c1c(C)nc(-c2ccccc2)nc1NC(=O)Cc1ccccc1,-18%[20 µM],-1.2,51,i,44,-4%,i,0.8,-0.4%,-0.1%,17%,-11%
CCN(CC)CCCN(C(=O)Cn1nnc(-c2ccc(OC)c(OC)c2)n1)C(C(=O)NC(C)(C)C)c1ccc(F)cc1 (stereo unspecified),8%[20 µM],-0.5,49,i,7,13%,i,0.0,nt,-0.1%,0%,-12%
CC1Cc2nc(SCC(=O)NCC3CCCO3)n(Cc3ccccc3)c(=O)c2S1 (stereo unspecified),-17%,0.4,44,i,16,9%,i,2.8,9.9%,-0.3%,15%,-11%
Cc1ccc(S(=O)(=O)n2ccc(-c3ccc(OCc4c(F)cccc4Cl)cc3)n2)cc1,12%,-2.0,87,i,42,9%,i,1.7,-4.3%,-0.2%,22%,-16%
CCOC(=O)N1CCN(C(=O)CN(c2cccc(C(F)(F)F)c2)S(C)(=O)=O)CC1,2%,-1.7,81,i,25,2%,i,0.2,-0.6%,0.1%,15%,3%
COc1ccc(C2Oc3ccccc3C3=C2C(c2cccs2)n2ncnc2N3)cc1 (stereo unspecified),42%,-1.6,73,i,33,-13%,i,1.4,-1.6%,0.0%,-6%,58%
COC(=O)CCCCCNC(=S)Nc1ccc2[nH]c(=O)[nH]c2c1,28%,0.8,74,i,37,8%,i,0.4,-2.3%,-1.9%,27%,-2%
CC(C)OC(=O)CCC(=O)Nc1ccc(F)cc1,27%,2.5,36,i,36,-2%,i,0.3,-0.8%,1.0%,12%,-20%
Cc1ccccc1-n1nc2c(c1NC(=O)c1c(-c3ccccc3Cl)noc1C)CSC2,8%,0.7,58,i,21,-2%,i,5.1,1.8%,-0.3%,10%,nt
Cc1cccc(N2C(=O)c3ccc(Br)cc3C2=O)n1,-8%,-0.2,69,i,63,9%,i,0.5,3.4%,0.2%,-7%,-43%
O=S(=O)(c1ccc(OC(F)(F)F)cc1)N1CCCC(c2ccccc2)C1 (stereo unspecified),19%,1.9,95,i,61,6%,i,1.6,0.1%,-0.2%,-7%,-7%
CCN(CC)CCCNC(=O)c1cc2c(=O)n(C)c3ccccc3c2n1C,7%,0.0,56,i,29,6%,i,7.1,-3.2%,-0.1%,3%,-2%
CCOC(=O)c1c(NC(=O)C2c3ccccc3Oc3ccccc32)sc(C(C)=O)c1C,6%,1.3,45,i,10,33%,i,1.5,1.0%,-0.2%,8%,3%
O=C(CCN1C(=O)/C(=C/c2ccc(F)cc2)SC1=S)NNC(=O)c1ccncc1,-13%,1.0,27,i,55,0%,i,0.4,3.8%,-0.2%,3%,-30%
CCOc1ccccc1C(=O)OCC(=O)Nc1ncc(C(F)(F)F)cc1Cl,-8%,-0.6,73,i,32,24%,i,1.3,3.2%,0.3%,5%,9%
O=c1cc2oc3cc(O)c(O)cc3c(-c3ccccc3[N+](=O)[O-])c-2cc1O,18%,1.2,106,i,28,8%,i,0.3,1.6%,-0.2%,13%,-2%
CC(C)(C)c1ccc(S(=O)(=O)N2CCCCC2C(=O)NCc2ccccn2)cc1 (stereo unspecified),-49%,6.5,61,i,40,1%,?,nt,0.6%,-0.2%,0%,18%
O=C(NC(=S)Nc1ccccc1N1CCOCC1)c1ccc(-c2cccc(Cl)c2)o1,28%,6.8,81,i,19,12%,i,1.1,-1.9%,-0.3%,28%,11%
N#C/C(=C/c1ccc(N2CCCCC2)o1)C(=O)Nc1ccc2ccccc2c1,2%,nt,nt,nt,nt,?,i,0.3,-4.3%,0.5%,12%,22%
COc1ccc(/C=C/C2=NN(Cc3ccccc3)C(=O)CC2)cc1,-14%,3.1,60,i,54,6%,i,0.3,1.3%,-0.6%,13%,15%
CCOC(=O)c1cnc2ccc(Br)cc2c1NCC(C)O (stereo unspecified),-7%,nt,nt,nt,nt,7%,i,1.1,14%,-0.2%,-20%,19%
CCN1C(=O)c2ccccc2S(=O)(=O)c2ccc(C(=O)NC(C)C)cc21,12%,1.3,83,i,45,2%,i,0.3,1.4%,-0.1%,-3%,-7%
O=C(CCc1nc2ccccc2c(=O)[nH]1)Nc1ccc(N2CCCCC2)cc1,-40%,0.4,41,i,34,2%,i,0.3,11%,0.6%,10%,30%
O=C(c1ccc(CS(=O)c2cccc(Cl)c2)o1)N1CCN(C2CCCCC2)CC1 (stereo unspecified),-4%,-0.3,57,i,9,5%,i,0.0,-1.4%,0.3%,-1%,-21%
Cc1ccc(O)c(N=Cc2cccs2)c1,-10%,0.0,57,i,31,6%,i,1.2,-2.1%,0.3%,-18%,-33%
Cc1ccc(NC(=O)COc2ccccc2CNC(C)(C)CC(C)(C)C)cc1,6%,32,55,i,13,10%,i,1.3,4.0%,-0.2%,-6%,-39%
COc1ccc(C(=O)COc2ccc3c(C)cc(=O)oc3c2)cc1,-39%[20 µM],1.2,51,i,57,-2%,i,0.2,-3.5%,0.1%,13%,-38%
CC12CC3(C)CC(C)(C1)CC(C(=O)NC(=S)N1CCOCC1)(C2)C3,28%,0.4,49,i,56,nt,i,2.6,11%,0.0%,17%,12%
COc1ccccc1Oc1ccc(N/C=C2/CCCC2=O)cc1,-24%,0.0,44,i,59,6%,i,0.5,0.3%,0.3%,13%,-28%
O=C(/C=C/c1ccccc1Cl)NCCc1ccc(F)cc1,-17%,3.6,49,i,8,4%,i,0.1,-3.7%,-0.2%,-33%,-61%
CCOc1ccc(N(CC)C(=O)CCS(=O)(=O)c2cccc3nonc23)cc1,9%,-1.2,35,i,38,21%,i,1.1,-5.0%,0.2%,9%,-37%
Oc1c(Br)cc(Br)cc1/C=N/n1c(-c2ccccc2)n[nH]c1=S,-11%[20 µM],0.5,53,i,11,1%,i,0.4,-4.5%,0.0%,-6%,3%
O=C(Nc1ccc(F)cc1)c1nc[nH]c1C(=O)Nc1ccc([N+](=O)[O-])cc1,-4%,2.6,85,i,20,4%,i,0.0,2.0%,0.1%,-1%,45%
CCOC(=O)CSc1nnc(-c2ccccc2)o1,3%,0.6,37,i,26,4%,i,1.1,-3.7%,0.3%,-4%,-25%
COCCCn1c(SCC(=O)NC2CCCC2)nnc1-c1ccccc1,6%,1.0,50,i,14,7%,i,2.6,-0.1%,0.3%,3%,4%
Cc1ccccc1NC(=O)c1cc(S(=O)(=O)N2CCOCC2)ccc1F,19%,-1.1,55,i,9,-1%,i,7.3,-2.5%,-0.3%,22%,21%
Cc1ccc(CN2CCC(CNC(=O)c3ccc(NC(=O)C4=CSCCO4)cc3)CC2)cc1,-28%,1.0,57,i,26,4%,i,0.0,6.6%,0.6%,6%,-36%

# Some values from the list:
# In NOD1 inhibition, `O=C(CCN1C(=O)/C(=C/c2ccc(F)cc2)SC1=S)NNC(=O)c1ccncc1` is listed with -30%
# In KOR beta-arrestin-2, `Cc1ccc(O)c(N=Cc2cccs2)c1` is listed with -2.1%

# Carrying on:
SMILES,KOR beta-arrestin-1,NTR1 agonist,NTR1 agonist cell count 20 µM,T cell HTS,T cell HTS vesicle-bound %,GPR55 LPI antagonism,Myeloid diff MLP,Myeloid diff MLP GFP+ MAC1+ %,KOR beta-arrestin-2,GPR55 beta-arrestin,HEK293 NOD2/NF-kB,NOD1 inhibition
C=CCN1C(=NC(=O)COc2ccc(Cl)cc2)SC2CS(=O)(=O)CC21 (stereo unspecified),-13%,1.3,63,i,15,4%,i,2.1,0.3%,0.9%,4%,-25%
CCOC(=O)N1CCN(S(=O)(=O)N2CCCC(C(=O)NCc3ccc(OC)cc3)C2)CC1 (stereo unspecified),-8%,1.0,56,i,24,1%,i,1.9,-2.7%,-0.2%,7%,-17%
CSc1ccccc1NC(=O)CSc1nnnn1-c1ccccc1SC,21%,-0.2,75,i,57,-15%,i,0.7,-0.6%,-0.2%,15%,-10%
COc1cccc(NC(=O)CN2CCSc3ccccc32)c1,6%,1.6,28,i,4,-1%,i,0.3,5.8%,0.0%,13%,1%
CN(C)C(=O)c1ccc(NC(=O)c2cc(-c3ccco3)nc3ccccc23)cc1,-8%,-1.0,54,i,7,6%,i,1.9,4.0%,0.0%,-2%,-23%

# Screens as filed in PubChem BioAssay.
